NPSR antag: antagonists of human neuropeptide S receptor cAMP signaling | AID 1461 | Q6W5P4 | 220,000 tested, 1% active | CHO-NPSR cells, cAMP TR-FRET, antagonist mode | Potency, µM (titrated, usually from 38.3 µM), inactives show top-dose activity change, negative = inhibition, usual class: inhibitors; further: on the % scale 0 is the no-effect control and ±100 the full control effect; nearly all actives have a fitted effect of over 50% in size; many of its hits are not listed in these tables
IMPase Li cell: IMPase inhibition in cells with lithium potentiation; CHO-M1 cells, IP1 TR-FRET (IP-One), carbachol + lithium; Potency, µM (series often up to 59.4 µM), for the others: at the top dose activity, negative = IMPase inhibition, usual class: inhibitors; 210,000 tested, 0.35% active;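 further: IP1 builds up when IMPase is blocked and the TR-FRET signal falls; plate controls were basal vehicle for no effect and high inhibitor control for full effect; nearly all actives have a fitted effect of over 50% in size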
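Concentration–response in CHO-M1 cells, lithium-potentiated; 30 min at 37C. IP1 detected by competitive TR-FRET after 10 min lysis at RT. Hill-fitted AC50.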
Luc counter: blocks Kinase-Glo luciferase, a counter-screen artifact; Q27757; Kinase-Glo luciferase, ATP luminescence, 8 min; Potency, µM (highest dose often 38.3 µM), for inactives: top-dose activity change, negative = inhibition, usual class: inhibitors; 200,000 tested, 0.28% active; AID 1379; further: on the % scale 0 is the no-effect control and ±100 the full control effect; nearly all actives have a fitted effect of over 60% in size
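Light output from Kinase-Glo luciferase with luciferin and 10 uM ATP in 50 mM imidazole pH 7.2, KCl, MgCl2, Tween 20, BSA; compound pin-delivered, 8-min ambient incubation, then luminescence read.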
SMN2 splice up: SMN2 splice variant enhancement; HEK293 SMN2-luciferase splicing reporter, luminescence, 30-36 h; Potency, µM (series often up to 46.1 µM), for the others: top-dose activity change, positive = activation, usual class: activators; 210,000 tested, 2.8% active; AID 1458; further: % of control where 0% means no effect; nearly all actives have a fitted effect of over 55% in size
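HEK293 cells carry an SMN2 minigene-luciferase reporter in which exon 7 inclusion puts luciferase in frame. Cells were seeded at 2000 cells/well, attached for 10-12 hours, then exposed to compounds for 30-36 hours at 37C before ONE-Glo luminescence.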
RECQ1 inh: blocks DNA unwinding by human RECQ1 | Potency, µM (series often up to 57.3 µM), without a hit: at the highest dose activity, negative = inhibition, most hits filed as inhibitors | RECQ1 DNA unwinding, red fluorescence kinetic read | AID 2549 | 240,000 tested, 0.54% active | P46063;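 further: plate controls were vehicle for no effect and no enzyme for full effect; nearly all actives have a fitted effect of over 30% in size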
Target sequence (P46063 whole entry, looked up): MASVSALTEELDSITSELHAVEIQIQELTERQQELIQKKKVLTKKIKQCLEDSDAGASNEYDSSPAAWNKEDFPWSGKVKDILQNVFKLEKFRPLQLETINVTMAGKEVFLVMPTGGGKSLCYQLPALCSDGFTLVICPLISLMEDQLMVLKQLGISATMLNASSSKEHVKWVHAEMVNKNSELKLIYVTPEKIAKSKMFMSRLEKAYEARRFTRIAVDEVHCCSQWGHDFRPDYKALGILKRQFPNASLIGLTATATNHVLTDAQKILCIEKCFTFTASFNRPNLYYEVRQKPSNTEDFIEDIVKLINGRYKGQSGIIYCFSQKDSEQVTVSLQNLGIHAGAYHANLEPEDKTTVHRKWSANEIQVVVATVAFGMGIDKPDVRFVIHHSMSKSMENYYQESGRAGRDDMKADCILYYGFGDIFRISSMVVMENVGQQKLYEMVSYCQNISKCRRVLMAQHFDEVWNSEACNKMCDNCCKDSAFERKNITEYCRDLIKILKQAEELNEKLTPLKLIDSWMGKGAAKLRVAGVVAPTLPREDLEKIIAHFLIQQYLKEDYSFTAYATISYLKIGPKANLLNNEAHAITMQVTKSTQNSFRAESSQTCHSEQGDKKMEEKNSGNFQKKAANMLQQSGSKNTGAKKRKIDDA
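50 nM RECQ1T1 preincubated 15 min with compound in Tris pH 8.0 buffer with MgCl2, DTT, Tween-20 and 2.5 ug/ml poly(dI-dC); started with 200 nM TAMRA/BHQ-2 forked duplex and 2 mM ATP. Unwinding read as fluorescence (525/598 nm), two reads 2 h apart.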
GoLoco inh red: inhibitors of human Gai1-RGS12 GoLoco interaction (red fluorophore) | AID 880 | Gai1:RGS12 GoLoco peptide FP, rhodamine, 10 min | P63096 | 230,000 tested, 0.44% active | Potency, µM (titrated, usually from 61.6 µM), for the others: at the top dose activity, negative = inhibition, most hits filed as inhibitors; active means well fitted inhibition curve with a large enough effect, not every such curve was filed as active; inactive means no such curve, though single readings can be large or run the other way; further: on the % scale 0 is the no-effect control and ±100 the full control effect; nearly all actives have a fitted effect of over 30% in size; many of its hits are not listed in these tables
Target sequence (P63096 whole entry, looked up): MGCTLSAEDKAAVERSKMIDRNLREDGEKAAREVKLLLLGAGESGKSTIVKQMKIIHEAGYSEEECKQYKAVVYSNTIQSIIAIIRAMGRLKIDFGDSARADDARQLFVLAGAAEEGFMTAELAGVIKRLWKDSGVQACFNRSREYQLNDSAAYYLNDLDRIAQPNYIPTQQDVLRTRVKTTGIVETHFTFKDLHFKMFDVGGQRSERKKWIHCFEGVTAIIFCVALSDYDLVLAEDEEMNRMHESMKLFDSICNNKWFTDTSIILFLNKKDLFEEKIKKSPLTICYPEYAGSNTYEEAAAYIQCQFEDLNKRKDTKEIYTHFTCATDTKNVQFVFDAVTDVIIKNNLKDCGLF
Epigenetic derep: epigenetic control regulation, reporter derepression; murine LDR cells, GFP reporter derepression, 30 h; Potency, µM (series often up to 53.9 µM), for inactives: top-dose GFP activation, hits mostly activators; 280,000 tested, 0.2% active; further: % of control where 0% means no effect; nearly all actives have a fitted effect of over 60% in size
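Murine LDR cells carrying a silenced, genomically integrated CMV-driven GFP reporter were exposed to compound for 30 hours at 37 C. After PBS washes, GFP-positive cells (20–120 um objects) were counted by laser-scanning microplate cytometry.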
KDM4E inh: blocks human JMJD2E demethylase activity | B2RXH2 | JMJD2E catalytic domain, FDH-coupled NADH fluorescence (FDH is formaldehyde dehydrogenase) | Potency, µM (series often up to 57.1 µM), for the others: at the top dose activity change, negative = inhibition, actives largely listed as inhibitors | 230,000 tested, 1.6% active | AID 2147; active means well fitted inhibition curve with a large enough effect, not every such curve was filed as active; inconclusive means small, poorly fitted or top-dose-only effect, or another doubt; inactive means no such curve, though single readings can be large or run the other way;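 further: 0% = wells with enzyme and -100% = buffer wells without enzyme; nearly all actives have a fitted effect of over 50% in size; many of its hits are not listed in these tables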
* marks the source's active call; other numbers are inactive results; i = inactive; ? = inconclusive; . = not tested or not shown; & = joins results of further samples; [ ] = dose if it differs, or a comment. Unless noted, the call rests on the fitted dose curve; in most records, active means well fitted curve in the direction sought with a large enough effect; inconclusive means small, poorly fitted or top-dose-only effect, or another doubt; inactive means no such curve, though single readings can be large; an effect the other way counts as inactive or inconclusive. Potency means the concentration at half of the fitted maximal effect. Some of the compounds tested; rates above refer to the full screens.

Start of the listing, in advance:
SMILES | NPSR antag | IMPase Li cell | Luc counter | SMN2 splice up | RECQ1 inh | GoLoco inh red | Epigenetic derep | KDM4E inh
O=C(c1ccc2c(=O)n(Cc3ccc4c(c3)OCO4)c(=S)[nH]c2c1)N1CCCCC1 | -28%[46.1 µM] | ? | -6% | 10% | -15% | -22% | -2.6% | 3%
CCc1nc(SCC(=O)N2CC(=O)Nc3ccccc32)c2c(C)c(C)sc2n1 | -20%[46.1 µM] | 15%[38.3 µM] | 5% | -14% | -10% | 15% | -1.1% | -6%
S=C1SCN(Cc2cccnc2)CN1Cc1cccnc1 | ? | . | . | . | -4% | -11% | ? | 18%
CC(/C=N/NC(=O)c1cc(-c2cccnc2)nc2c1c(C)nn2-c1ccccc1)=C\c1ccccc1 | -11%[46.1 µM] | . | . | . | -11% | . | 0.1% | ?
CCOC(=O)c1c(CNCCN(CC)CC)n(C)c2cc(Br)c(OC)cc12 | -4%[46.1 µM] | 1%[38.3 µM] | 1% | 11% | 1% | 6% | -8.2% | -4%
Cc1cc(C)n(/C(=C\N(C)C)C(=O)c2ccc(Cl)cc2)n1 | 6% | 3% | 0% | 10% | i | 6% | 0.8% | 1%
Cc1nn(-c2cc(N(S(C)(=O)=O)S(C)(=O)=O)c(Cl)cc2Cl)c(=O)n1C | 2% | -2% | -3% | 1% | -1% | 2% | ? | -5%
O=C1CC(c2ccccc2)c2ccc(O)cc2O1 (stereo unspecified) | -11%[46.1 µM] | 13%[38.3 µM] | 1% | -3% | -11% | 1% | 0.7% | 7%

Main list, repeating the preview:
SMILES | NPSR antag | IMPase Li cell | Luc counter | SMN2 splice up | RECQ1 inh | GoLoco inh red | Epigenetic derep | KDM4E inh
O=C(c1ccc2c(=O)n(Cc3ccc4c(c3)OCO4)c(=S)[nH]c2c1)N1CCCCC1 | -28%[46.1 µM] | ? | -6% | 10% | -15% | -22% | -2.6% | 3%
CCc1nc(SCC(=O)N2CC(=O)Nc3ccccc32)c2c(C)c(C)sc2n1 | -20%[46.1 µM] | 15%[38.3 µM] | 5% | -14% | -10% | 15% | -1.1% | -6%
S=C1SCN(Cc2cccnc2)CN1Cc1cccnc1 | ? | . | . | . | -4% | -11% | ? | 18%
CC(/C=N/NC(=O)c1cc(-c2cccnc2)nc2c1c(C)nn2-c1ccccc1)=C\c1ccccc1 | -11%[46.1 µM] | . | . | . | -11% | . | 0.1% | ?
CCOC(=O)c1c(CNCCN(CC)CC)n(C)c2cc(Br)c(OC)cc12 | -4%[46.1 µM] | 1%[38.3 µM] | 1% | 11% | 1% | 6% | -8.2% | -4%
Cc1cc(C)n(/C(=C\N(C)C)C(=O)c2ccc(Cl)cc2)n1 | 6% | 3% | 0% | 10% | i | 6% | 0.8% | 1%
Cc1nn(-c2cc(N(S(C)(=O)=O)S(C)(=O)=O)c(Cl)cc2Cl)c(=O)n1C | 2% | -2% | -3% | 1% | -1% | 2% | ? | -5%
O=C1CC(c2ccccc2)c2ccc(O)cc2O1 (stereo unspecified) | -11%[46.1 µM] | 13%[38.3 µM] | 1% | -3% | -11% | 1% | 0.7% | 7%
CCn1c(SCC(=O)NCc2ccco2)nc2cccnc21 | -11%[46.1 µM] | -6% | 1% | 8% | i | 14% | -5.1% | 2%
Cc1cc(C)nc(/N=C2\NC(=O)CC(C(=O)O)N2c2cccc(Cl)c2)n1 (stereo unspecified) | 15% | 5% | 3% | 0% | -10% | 6% | 3.2% | 1%
Cc1cccc(CN2CCN(C(=S)Nc3ccccc3)CC2)c1 | 29% | -1% | 2% | . | i | 8% | 0.0% | 8%
Cc1onc(-c2c(Cl)cccc2Cl)c1COC(=O)c1ccc([N+](=O)[O-])cc1 | ? | . | . | . | -21% | 6% | -0.1% | 6%
Cc1ccc(C(=O)NC(NC(=O)c2ccc(C)cc2)c2cccc([N+](=O)[O-])c2)cc1 | -19%[46.1 µM] | . | . | . | -2% | . | 0.0% | 4%
Cc1ccc(C2c3c(-c4ccccc4O)n[nH]c3C(=O)N2Cc2ccncc2)cc1 (stereo unspecified) | -3%[46.1 µM] | 32%[38.3 µM] | 1% | ? | -3% | 2% | 1.6% | -6%
O=C(CSC1=NS(=O)(=O)c2ccccc21)Nc1ccccc1 | -3%[46.1 µM] | 8%[38.3 µM] | 1% | -19% | -11% | -26% | -0.2% | -13%
CCOC(=O)N1CCN(C(=O)c2c(N)no[n+]2[O-])CC1 | 5% | -2% | 0% | -7% | 0% | -10% | 0.9% | 10%
CC(Nc1ncnc2nc[nH]c12)c1ccccc1 (stereo unspecified) | 19% | 1% | -5% | -40%[inhibitor] | 2% | -11% | -1.0% | 7%
COc1ccc2cc1Oc1ccc(cc1)C[C@@H]1c3c(cc(OC)c4c3Oc3cc5c(cc3O4)CCN[C@H]5C2)CCN1C | . | 30% | -1%[7.66 µM] | -6%[9.22 µM] | . | 5%[14.2 µM] | . | .
CCOc1ccc(N/C(N)=N/c2nc(CSc3nnc(C)s3)cc(=O)[nH]2)cc1 | -11% | . | . | . | -4% | 13% | 17% | -3%
CC(C)n1cc(C(=O)c2cc(Br)ccc2O)cc(C#N)c1=O | -12%[46.1 µM] | 31%[38.3 µM] | -6% | -33% | i | 16% | 0.0% | -5%
COC(=O)c1ccc(N=NN2CCOCC2)cc1 | 4% | -1% | -2% | 11µM* | -3% | -1% | 2.0% | -5%
CC1CC(=O)Nc2ccccc2N1S(=O)(=O)c1ccc(F)cc1F (stereo unspecified) | 9% | . | . | . | -11% | -3% | 1.8% | 18%
CN(C)c1nc(OCCOC(=O)c2ccccc2)nc(N(C)C)n1 | -14%[46.1 µM] | 4%[38.3 µM] | 1% | 2% | 12% | 3% | 0.8% | 5%
O=C(NC1CCCc2ccccc21)c1cn2ccccc2n1 (stereo unspecified) | 2% | 0% | 4% | 10% | -3% | -24% | -1.6% | ?
CCN(CCCNC(=O)C1CCC(=O)N1Cc1ccc(C)cc1)c1cccc(C)c1 (stereo unspecified) | -19%[46.1 µM] | -2%[38.3 µM] | -3% | -8% | i | -11% | -0.9% | -3%
CCn1c(COc2ccc(=O)n(-c3ccccc3)n2)n[nH]c1=S | -11% | -1% | 1% | 1% | -12% | 2% | -3.9% | 7%
Cc1nn(C)c(=O)n1N(C)c1ncc(C(F)(F)F)cc1Cl | 16% | -5% | 0% | 3% | -5% | 1% | 1.3% | -4%
Cc1nc(NCCc2ccccc2)c2oc3ccccc3c2n1 | -19%[46.1 µM] | 47%[activator][38.3 µM] | 24% | -77%[inhibitor] | -7% | 8% | 0.0% | ?
CCOC(=O)c1sc(N)nc1C(C)(C)C | -3%[46.1 µM] | 3%[38.3 µM] | -1% | -2% | i | 7% | -0.8% | -1%
O=C(Cc1ccc(F)cc1)NC1CCSC1=O (stereo unspecified) | 2% | 1% | -3% | . | i | 7% | -0.1% | 6%
O=c1[nH]c2c(s1)C(c1ccccc1)C1C3CCC(C3)C1S2 (stereo unspecified) | -14%[46.1 µM] | 14%[38.3 µM] | 4% | -42% | -13% | 0% | 6.2% | 1%
O=C(NCc1ccccc1F)C1CCN(C(=O)c2sccc2-n2cccc2)CC1 | 2% | -3% | . | . | i | -3% | -0.2% | 9%
C=CCNC(=O)c1cnc2n(c1=O)CCS2 | -19%[46.1 µM] | 3% | 1% | 3% | 0% | 7% | -1.0% | 2%
Cc1cc(=O)oc2cc(OCC(=O)NCc3ccco3)ccc12 | 10%[46.1 µM] | 1% | -2% | 7% | -3% | 0% | 1.0% | ?
CCOC(=O)CSc1nc2sc3c(c2c(=O)n1C1CCCCC1)CCN(C)C3 | -10% | 13% | 0% | 7% | 1% | 29% | -1.0% | ?
CC1CCC/C(=N\Nc2ccc(Cl)c(C(=O)O)c2)C1 (stereo unspecified) | 11% | -2% | -6% | ? | i | -3% | 0.0% | ?
CCOc1ccc(CNC(=O)c2cc3oc4ccccc4c3n2C)cc1 | -15%[46.1 µM] | 13%[38.3 µM] | -6% | 25µM* | i | -1% | 4.3%&0.0% | ?
O=C(O)CN1C(=O)/C(=C/c2ccc(N3CCCCC3)o2)SC1=S | 18% | . | . | . | -3% | -197% | -2.4% | 32µM*
COc1cc(OC)c(-c2cc(C(=O)O)ccc2OC)c(OC)c1 | 7% | -5% | -2% | 3% | -4% | -4% | 0.0% | 3%
Cc1ccc(NCc2ccc(O)c3ncccc23)cc1C | -12% | -6% | -14% | . | -7% | 9% | -1.1% | 1%
O=C(c1cccc(F)c1)N1CCc2ccccc2C1 | 7%[46.1 µM] | 26%[38.3 µM] | 5% | ? | -1% | 5% | 3.3% | -2%
O=C(CCN1C(=O)/C(=C/c2ccc(F)cc2)SC1=S)NNC(=O)c1cccnc1 | 13% | 16% | -2% | 7% | -1% | -4% | 0.0% | 8%
NC(=O)c1cnn(-c2cc(Oc3ccccc3)ncn2)c1N | 5% | 2% | -3% | . | 0% | 11% | -8.5% | -3%
O=C(CSc1nccc(-c2ccc(Br)cc2)n1)NCCc1ccccc1 | -9%[46.1 µM] | 31%[38.3 µM] | 1% | -13% | -3% | -2% | 1.5% | -2%
Cc1onc(-c2ccc(Cl)cc2Cl)c1C(=O)/C=C/N(C)C | 3% | . | . | . | 0% | 5% | 7.8% | -4%
CCOC(=O)Nc1ccc(S(=O)(=O)Nc2cc(C)nc(C)n2)cc1 | -3%[46.1 µM] | 2%[38.3 µM] | -4% | -12% | -13% | -3% | -0.7% | -2%
CCOC(=O)N1CCC(N2C(=O)c3ccccc3C2Nc2ccc3c(c2)OCCO3)CC1 (stereo unspecified) | -27%[46.1 µM] | 13%[38.3 µM] | -6% | -25% | 0% | 16% | -1.0% | -7%
O=C(NN1c2ccccc2CCc2ccccc21)c1ccccc1Br | -16%[46.1 µM] | 20%[38.3 µM] | 8% | -8% | 7% | 3% | 1.0% | 1%
O=C(CN1C(=O)c2cccc3cccc1c23)N1CCN(Cc2ccc3c(c2)OCO3)CC1 | -4%[46.1 µM] | 4% | 9% | -65%[inhibitor] | 6% | 14% | 2.3% | 8%

Screening results (PubChem)
